# Compound activity: PubChem, several laboratories
# BoNT-A LC inh2: BoNT/A light chain protease inhibitors, primary screen, biochemical, flow cytometry, MLPCN library | Botulinum neurotoxin type A light chain protease (Clostridium botulinum A str. ATCC 3502) | multiplex microsphere protease substrate cleavage | inhibition, % at 10 µM | actives 0.17% (n = 360,000) | AID 588499, 2011; further: plate controls were buffer without enzyme for full effect and enzyme alone for no effect
# PfHsp40 yeast: rescue of yeast from PfHsp40 toxicity, primary screen, S. cerevisiae, ATP luminescence | growth rescue, % at 12.5 µM | actives 0.68% (n = 340,000) | S. cerevisiae expressing PfHsp40, growth rescue | AID 504582, 2011; in the data active means growth rescue above about 28%, passing the limit was not always enough; inconclusive means no clear call, values can overlap the other calls;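 further: yeast W303a lacking pdr1 and pdr3 grown in galactose medium; growth measured after three days at 30 °C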
# TcdB inh: TcdB glycohydrolase inhibitors, primary screen, biochemical, single point, plate reader; AID 652162, 2013; actives 0.24% (n = 350,000); Toxin B (Clostridioides difficile), P18177; inhibition, % at 9.99 µM; TcdB glycohydrolase enzymatic assay; in the data active means inhibition above about 10%
# BH1578 lux ind: inducers of Vibrio cholerae quorum light production without autoinducers, primary screen, BH1578 luxS cqsA deficient, single point. V. cholerae BH1578 lux reporter, luminescence, 6 h. activation, % at 18.7 µM. actives 0.16% (n = 350,000). AID 588436, 2011; in the data active means activation mostly above about 9.7%, no sharp cut-off; inconclusive means no clear call, values can overlap the other calls; inactive means mostly below about 3.7%; further: not every result past the cut was called active; inactives centre near 0; reference of the scale not given here
# Yp Topo-I inh: Yersinia pestis topoisomerase I inhibitors, primary screen, biochemical, cleavage product accumulation, plate reader, single point | DNA topoisomerase I (Yersinia pestis CO92) | Y. pestis Topo-I cleavage product accumulation | activity, % at 10 µM | actives 0.064% (n = 360,000) | AID 504884, 2011; in the data active means activity above about 50%, passing the limit was not always enough; inconclusive means no clear call, values can overlap the other calls; further: inactives centre near 2
# Anthrax LF prot: Bacillus anthracis LF protease inhibitors, primary screen, biochemical, multiplex microsphere, MLPCN library. inhibition, % at 10 µM. multiplex microsphere protease cleavage assay. AID 588501, 2011. Lethal factor (Bacillus anthracis), P15917. actives 0.12% (n = 360,000); further: plate controls were buffer without enzyme for full effect and enzyme alone for no effect
# SARS 3CLpro inh: SARS-CoV 3CLpro protease inhibitors, primary screen, biochemical, quenched FRET; Replicase polyprotein 1ab (Severe acute respiratory syndrome coronavirus), P0C6X7; recombinant SARS-CoV 3CLpro, quenched FRET peptide cleavage; inhibition, % at 6 µM; actives 0.14% (n = 290,000); in the data active means inhibition above about 12%
# PrPC surface inh: inhibitors of human cell surface prion protein PrPC, primary screen, cell-based, TR-FRET; Major prion protein (Homo sapiens), P04156; TR-FRET read-out; inhibition, % at 13.8 µM; actives 0.43% (n = 370,000); AID 720596, 2013; in the data active means inhibition above about 24%; further: 0% = median of the test wells and 100% = reference compound wells
# PriA SSB inh: inhibitors of Klebsiella pneumoniae PriA binding to SSB C-terminal tail, primary screen, biochemical, AlphaScreen | AlphaScreen SSBct-PriA binding, biotinylated peptide | inhibition, % at 33 µM | actives 0.6% (n = 430,000); in the data active means inhibition mostly above about 37%, no sharp cut-off; inactive means mostly below about 20%;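 further: plate controls were negative control peptide for no effect and reference peptide for full effect; strong numbers were not always called active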
# * = called active by the depositor; i = inactive; u = inconclusive; x = not tested or not shown. Unless noted, no stated cut-off is given here; in the data, active means inhibition above about 30%; inconclusive means no clear call, values can overlap the other calls; inactive means below that.
Compound	BoNT-A LC inh2	PfHsp40 yeast	TcdB inh	BH1578 lux ind	Yp Topo-I inh	Anthrax LF prot	SARS 3CLpro inh	PrPC surface inh	PriA SSB inh
CC1(C)CC(=O)C(C=Nc2cccnc2/N=C/C2=C(O)CC(C)(C)CC2=O)=C(O)C1	-1.1	8.6	-2.0	0.4	-1	-3	4	-9	x
CCOC(=O)C(c1ccccc1)C(Nc1ccccc1)c1ccccn1 (stereo unspecified)	0.4	-0.4	-0.3	-0.5	-1	-2	-6	0	-5
Cc1cc(NC(=O)CSc2nncn2N)no1	0.6	0.5	0.7	0.4	-2	1	-4	3	3
C=CCn1c(SCC(=O)NC2CCCC2)nnc1-c1ccccn1	1.6	-0.5	-0.5	i	-4	u	1	2	-10
O=c1c2cc(NC(=S)NC3CCCCC3)ccc2nc2n1CCCCC2	0.4	0.5	0.1	-0.1	0	-3	4	18	-7
COc1ccccc1C(C)NC(=O)Cc1ccc(S(=O)(=O)N2CCOCC2)s1 (stereo unspecified)	0.8	0.2	1.5	i	10	-5	x	-4	-8
COc1ccc(CCNC(=O)CCCCCNC(=O)N2CCn3c2nc2ccccc23)cc1OC	1.2	0.3	1.7	i	18	1	-5	4	1
FC(F)(F)Oc1ccc(NC(=S)Nc2ccccc2N2CCOCC2)cc1	0.2	2.1	1.5	-0.5	-5	-8	0	1	-2
NS(=O)(=O)c1ccc(NC(=S)NCc2ccc(Cl)cc2)cc1	-0.7	-0.8	x	7.1	-6	-1	1	-2	1
CC(=O)N1CC(C)Oc2ccc(S(=O)(=O)Nc3ccc(Cl)cn3)cc21 (stereo unspecified)	0.2	9.7	-0.6	-0.3	1	1	-1	6	8
CCOC(=O)C(C)Sc1nc2c([nH]c3ccccc32)c(=O)n1C (stereo unspecified)	-1.8	-0.6	-8.1	-0.4	13	-1	1	-5	8
CCCCC(=O)Nc1ccc2c(c1)nc(CN1CCN(C(=O)OCC)CC1)n2C	-1.3	1.1	1.1	i	4	-25	1	-2	-4
Cc1ccc(NC(C#N)c2ccccc2OCc2ccccc2)cc1 (stereo unspecified)	u	-0.2	x	-1.4	1	-2	1	5	-13
CCc1ccc(NC(=O)CSc2ccc(-c3cccnc3)nn2)cc1	-0.1	-0.2	0.2	i	-7	0	1	8	x
COc1cccc(CNc2nc3cc(-c4cccc(Cl)c4)sc3c(=O)n2C)c1OC	0.8	x	2.0	-0.8	10	4	x	-3	x
CCOC(=O)N1CCN(c2cc(=O)n(-c3ccccc3Cl)c(=O)[nH]2)CC1	0.7	-0.6	-0.1	-0.1	-7	0	-3	0	104*
O=C1N(Cc2cccnc2)C[C@@H]2C[C@@H](c3ccc(C(F)(F)F)cc3)N3CCC[C@@]123	0.8	-1.0	0.3	-0.5	-3	0	4	-7	10
Cc1ccc(C(=O)C2CCN(S(=O)(=O)c3ccccc3C(=O)O)CC2)cc1	-1.5	-0.1	-1.0	-3.8	12	-14	-2	-4	-13
Cc1nnc(NC(=O)c2ccc(C)c(S(=O)(=O)N3CCCCCC3)c2)s1	-0.7	-0.9	x	-0.2	5	-1	-5	3	-19
Cc1cc2cc(C)c3nnc(SCC(=O)Nc4ccc(S(=O)(=O)N5CCCCC5)cc4)n3c2cc1C	-0.2	-1.2	0.5	-0.2	38	-2	1	2	-8
CCn1c(C)[n+](CC)c2ccc(S(=O)(=O)NC)cc21	-1.1	-0.9	1.0	-0.7	-10	-1	5	2	0
NNC(=O)CSc1nc(-c2ccccc2)nc2c1CCCC2	-0.4	0.3	0.7	-0.5	16	-1	1	14	-17
N/C(=N\OC(=O)c1ccc(Cl)c(Cl)c1)c1cccc(CSc2ccccn2)c1	0.3	0.3	0.3	0.1	-1	-4	0	-2	i
Cc1ccc(C(O)CSc2nnc(-c3ccc4ccccc4c3)n2C)cc1 (stereo unspecified)	-0.1	14	0.4	i	-6	3	3	-4	-2
Cc1cccc(C)c1NC(=O)CSc1nnc(-c2cccnc2)o1	-0.9	0.2	0.2	-0.6	12	-2	-1	-10	-1
CCN(CC)c1nc(-c2ccccc2)ncc1S(=O)(=O)c1ccc(C)cc1	-0.6	3.0	-1.7	i	3	-4	6	-12	-15
CC(C)OC(=O)CSc1nnc(-c2cnccn2)n1C	0.0	-1.2	x	-0.2	0	-5	1	3	-7
O=[N+]([O-])/C(N=Nc1ccccc1)=N\Nc1ccccc1	0.6	-0.3	-1.8	-0.4	-15	-6	4	9	i
CC(=O)Nc1ccc(CN(C)c2c(C)nc3ccc(C(=O)N4CCN(C(C)=O)CC4)cn23)cc1	-0.1	x	0.2	i	-5	-4	x	-1	x
Cc1ccc(CO/N=C/c2c(O)cc(C)oc2=O)cc1	0.2	0.4	-0.2	-1.5	-5	2	1	3	x
CC1CC(C)CN(C(=O)C(Cc2ccccc2)NC(=O)c2ccccc2)C1 (stereo unspecified)	x	0.3	0.8	i	2	x	x	-5	6
CC(C)N(CCc1ccncc1)C(=O)Nc1ccc(Cl)c(Cl)c1	-0.3	0.2	-1.1	0.0	7	-6	1	-2	-17
NC1=NC(=Nc2ccc(Cl)cc2)c2ccccc21	0.1	0.0	1.4	0.6	-3	0	5	4	5
O=c1nc2ccccn2c2ccc(S(=O)(=O)N3CCCCC3)cc12	-2.7	-0.7	0.1	-0.3	6	-2	1	-3	-9
N#Cc1c[nH]n2c(=O)c3c(nc12)CCC3	-0.6	0.3	0.9	0.4	5	-2	4	1	-8
CC(C)c1nnc(NC(=O)c2nc(S(=O)(=O)Cc3ccccc3)ncc2Cl)s1	0.5	-1.3	0.9	-0.2	7	1	3	-5	-7
Nc1nsc2ccccc12	-0.3	9.8	-0.2	-3.7	-3	-5	0	1	-3
Cc1cc(N2CCN(Cc3nc(-c4ccc(F)cc4)oc3C)CC2)cc(C)n1	-0.1	0.7	-7.9	-0.5	10	-1	-1	1	11
CCNC(=S)NNC(=O)Cc1ccccc1	0.4	-1.0	x	-1.0	3	3	3	6	-7
Cc1ccccc1CC1(CO)CCCN(C(=O)c2ccccc2N(C)C)C1 (stereo unspecified)	0.3	0.2	1.0	-0.2	33	-2	3	-2	4
COC(=O)C1CCN(C(=O)N2CCOCC2)CC1	0.1	-0.3	-0.2	-0.2	-6	-1	-5	-3	-3
C=CCn1sc(=N)c(C#N)c1N	0.5	-1.1	x	i	4	-8	2	-3	x
CC(C)c1nc(SCc2c(F)cccc2Cl)c2c(=O)n(C)c(=O)n(C)c2n1	-0.6	-1.6	x	i	-10	-1	-3	x	-9
CCOc1ccc(C(=O)Nc2ccc(CN3CCOCC3)cc2)cc1Cl	-1.9	-0.4	-0.5	1.9	4	-4	1	8	5
O=C(CN1C(=O)S/C(=C\c2cccs2)C1=O)Nc1ccc(O)cc1C(=O)O	0.5	-0.3	-9.5	i	-6	1	3	-4	1
COc1cc(C(=O)OCC(C)=O)c([N+](=O)[O-])cc1OC	-1.5	-0.8	0.3	-0.2	1	-3	-2	0	-4
CC1CCN(CC(=O)c2cccs2)CC1	-0.1	2.0	0.1	i	2	-1	-3	-4	-8
COc1ccc(S(=O)(=O)NNC(=O)c2cc3cc4ccccc4nc3s2)cc1	0.9	1.1	x	-0.7	6	-1	0	-8	9
COc1cc2cc(CCOC(=O)c3ccc(C#N)cc3)oc(=O)c2cc1OC	0.5	0.7	0.0	-0.6	5	-7	x	5	-10
CSc1ccccc1OCc1cc(C(=O)NC(C)Cn2cncn2)no1 (stereo unspecified)	3.0	8.4	0.3	-0.2	6	6	12	-4	5
Cc1ccc(S(=O)(=O)NCC(=O)OCC(=O)N2CC(C)OC(C)C2)cc1 (stereo unspecified)	0.3	-0.1	-0.4	i	-2	2	x	4	-7
Cn1cc(/C=N/NC(=O)c2ccc(C#N)cc2F)c2ccccc21	1.0	-1.0	4.2	-0.6	-3	-3	-9	5	x
COc1nc(C)nc(NC(=O)NS(=O)(=O)c2ccccc2Cl)n1	-0.9	-1.1	0.9	i	7	0	x	-2	1
O=C(Nc1cccc2ncccc12)c1ccc([N+](=O)[O-])o1	0.0	0.0	-0.7	i	5	-8	0	1	-15
COc1ccc(OC)c(NC(=O)Cn2cc(C#N)c3ccccc32)c1	-0.2	1.2	x	i	12	-10	4	-5	10
CCS(=O)(=O)Nc1cccc(C(=C2CCCCC2)c2cnc[nH]2)c1	0.0	8.6	2.0	i	9	-1	x	0	6
Cc1ccc(O)c(C(CC(=O)NC(C)C)c2ccccc2)c1 (stereo unspecified)	0.3	-0.6	0.1	i	0	7	-2	9	-6
COc1ccc(OC)c(NC(=O)C(=O)NNC(=O)c2cccs2)c1	-0.6	0.6	-0.2	-0.5	9	-1	-1	3	-13
Cc1cc(O)ccc1-c1cc(C(=O)NCc2ccc(F)cc2)[nH]n1	-0.1	x	5.1	i	-10	1	x	0	x
COc1cccc(CN2CCCCC2c2cccnc2)c1 (stereo unspecified)	-0.4	-0.6	0.7	i	4	-2	-1	2	-17
NC(=O)COC(=O)CCCc1c[nH]c2ccccc12	-0.3	-1.0	x	-0.8	3	4	1	1	-2

# Quoted from the entries so far, 10 compounds:
Compound	BoNT-A LC inh2	PfHsp40 yeast	TcdB inh	BH1578 lux ind	Yp Topo-I inh	Anthrax LF prot	SARS 3CLpro inh	PrPC surface inh	PriA SSB inh
Cn1cc(/C=N/NC(=O)c2ccc(C#N)cc2F)c2ccccc21	1.0	-1.0	4.2	-0.6	-3	-3	-9	5	x
COc1nc(C)nc(NC(=O)NS(=O)(=O)c2ccccc2Cl)n1	-0.9	-1.1	0.9	i	7	0	x	-2	1
O=C(Nc1cccc2ncccc12)c1ccc([N+](=O)[O-])o1	0.0	0.0	-0.7	i	5	-8	0	1	-15
COc1ccc(OC)c(NC(=O)Cn2cc(C#N)c3ccccc32)c1	-0.2	1.2	x	i	12	-10	4	-5	10
CCS(=O)(=O)Nc1cccc(C(=C2CCCCC2)c2cnc[nH]2)c1	0.0	8.6	2.0	i	9	-1	x	0	6
Cc1ccc(O)c(C(CC(=O)NC(C)C)c2ccccc2)c1 (stereo unspecified)	0.3	-0.6	0.1	i	0	7	-2	9	-6
COc1ccc(OC)c(NC(=O)C(=O)NNC(=O)c2cccs2)c1	-0.6	0.6	-0.2	-0.5	9	-1	-1	3	-13
Cc1cc(O)ccc1-c1cc(C(=O)NCc2ccc(F)cc2)[nH]n1	-0.1	x	5.1	i	-10	1	x	0	x
COc1cccc(CN2CCCCC2c2cccnc2)c1 (stereo unspecified)	-0.4	-0.6	0.7	i	4	-2	-1	2	-17
NC(=O)COC(=O)CCCc1c[nH]c2ccccc12	-0.3	-1.0	x	-0.8	3	4	1	1	-2

# The list is partial; count on the stated rates, not on these rows.
